Assay outcomes as filed in PubChem BioAssay.
ABHD5 PLIN5 PPI: ABHD5-PLIN5 interaction inhibitors, primary screen, cell lysate, split luciferase complementation, luminescence; Perilipin-5 (Homo sapiens) + 1-acylglycerol-3-phosphate O-acyltransferase ABHD5 (Homo …; Split G. princeps luciferase complementation, 4 h; inhibition, % at 4 µM; hit rate 0.78% among 360,000;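 active = inhibition above the mean inhibition across every tested compound plus 3 SD, cut at about 22% in these data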;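 also: 0% = DMSO only wells and the 100% control is not disclosed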
NOD2-RIPK2 inh: NOD2-RIPK2 binding disruptors in cells, primary screen, fluorescence, CHO cells, BLA complementation; Receptor-interacting serine/threonine-protein kinase 2 (Homo sapiens), O43353; CCF4 ratio; inhibition, % at 4.98 µM; hit rate 0.38% among 360,000; in the data active = inhibition above about 21%;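 also: 0% = vehicle only and 100% = reference blocker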
NCOA2 inhibitor: inhibition of GAL4-SRC2 driven luciferase reporter, primary screen, SRC2 inhibitor project, cell-based, luminescence; inhibition, % at 9 µM; Nuclear receptor coactivator 2 (Homo sapiens), Q15596; hit rate 0.17% among 370,000; AID 651957, 2012; HEK293 GAL4-SRC2 luciferase reporter;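 active = inhibition above the mean inhibition of all tested compounds plus 3 SD, set per campaign, cut at about 52% in these data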;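 also: 0% = DMSO treated cells and 100% = cells given Gossypol at 36 µM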
ABCB6 inh 2: ABCB6 transporter inhibitors, primary screen, K562-ABCB6 cells, flow cytometry, MLPCN library; fluorescence ratio to DMSO, % at 10 µM; K562-ABCB6 porphyrin accumulation, 1 h; stronger effect = lower value; hit rate 0.19% among 360,000; ATP-binding cassette sub-family B member 6 (Homo sapiens), Q9NP58;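 active = fluorescence ratio to DMSO below 75%, the collection mean minus 3 SD; inconclusive = too few cells collected in the well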;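 also: signal is porphyrin accumulated inside mitochondria; 100% equals median channel fluorescence of DMSO control wells; lower ratio means ABCB6 inhibition with less porphyrin fluorescence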
Glyco luc inh: increase of ERlucT glycosylation luciferase signal, primary screen, N-linked glycosylation inhibitor project, D54 ERlucT cells, luminescence, set 2; D54 ERlucT glycosylation luciferase reporter, 24 h; percent of 100 nM tunicamycin response; reporter increase, % at 12.5 µM; hit rate 0.23% among 360,000; AID 588692, 2011;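 active = mean luciferase reporter signal, scaled so untreated is 0 and the glycosylation-blocking control 100, at or above a set limit in every replicate; inconclusive = mean reaches the limit but not every replicate does; inactive = mean below the limit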;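 also: luciferase carries N-glycosylation sites so blocking glycosylation raises the light; 0% = median of neutral control wells and 100% = median of 100 nM tunicamycin wells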
MC4R barr agon: MC4R agonists recruiting beta-arrestin, primary screen, cell-based, luminescence, agonist arm of biased-ligand search; U2OS MC4R beta-arrestin complementation; percent of melanotan II response, DMSO zero; activation, % at 8.9 µM; hit rate 0.98% among 360,000; AID 540308, 2011;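 active = activation above a per-plate cutoff, the mean activation of sample wells on that plate plus 3 SD, cut at about 8% in these data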
MC4R antagonist: MC4R antagonists of cAMP signaling, primary screen, cell-based, TR-FRET, antagonist arm of biased-ligand search; Melanocortin receptor 4 (Homo sapiens), P32245; MC4R-expressing cells, MTII-stimulated cAMP, LANCE TR-FRET; inhibition, % at 6.5 µM; hit rate 0.48% among 360,000; AID 540295, 2011;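 active = inhibition above its plate's cutoff, the mean of tested wells on that plate plus 3 SD, cut at about 29% in these data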;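 also: 0% = Melanotan II alone and 100% = Melanotan II plus saturating MCL0020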
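Material: U2OS-MC4R stable cell line | Reagent: Melanotan II challenge after compound preincubation | Doses: One concentration, 6.5 µM nominal | Incubation: 30-min compound preincubation, 1-h Melanotan II challenge, 1-h detection, room temperature | Signal: TR-FRET cAMP assay | Replicates: One well per compound, no replicates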
m5-HT2A agonist: mouse Htr2a agonists via beta-arrestin recruitment, primary screen, cell-based, luminescence. activation, % at 7.6 µM. hit rate 0.66% among 360,000. CHO-K1 mHTR2A beta-arrestin complementation; percent of 30 µM serotonin response;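 active = activation above a run cutoff, the mean activation of all tested compounds plus 3 SD, cut at about 14% in these data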;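 also: 0% = plate median of compound wells and 100% = 30 µM serotonin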
Cardio protect: cardioprotection against H2O2-induced cell death, primary screen, uHTS, H9c2 cells, ATPLite luminescence; H9c2 cardiomyocytes, H2O2 injury protection, 2 h; protection from H2O2 cell death, % at 20 µM; hit rate 0.63% among 360,000;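 active = compounds giving at least 50% protection of heart cells from peroxide-induced death in the single-dose screen, raw or plate-pattern-corrected value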;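 also: 0% = DMSO wells with peroxide and 100% = DMSO wells without peroxide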
TLR9-MyD88 block: inhibitors of TLR9-MyD88 association in cells, primary screen, cell-based, CHO, BLA complementation, fluorescence | Toll-like receptor 9 (Homo sapiens) + Myeloid differentiation primary response protein … | CCF4 FRET ratio | inhibition, % at 4.98 µM | hit rate 0.21% among 340,000 | AID 504734, 2011;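 active = inhibition above the mean over all tested compounds plus 3 SD, cut at about 21% in these data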;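 also: 0% = DMSO only wells and 100% = clavulanate BLA inhibitor control wells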
Active calls of the source: *; ? = inconclusive; nt = no result given. The list is partial; the hit share may differ from the screen's.

Second line of a record – ABHD5 PLIN5 PPI	NOD2-RIPK2 inh	NCOA2 inhibitor	ABCB6 inh 2	Glyco luc inh	MC4R barr agon	MC4R antagonist	m5-HT2A agonist	Cardio protect	TLR9-MyD88 block
O=C(CN1CCCCC1)N/N=C/c1ccc(Cl)cc1Cl
→ -2	-5	-25	100	0	-1.8	-4	1	12	-10
Cc1ccc(Nc2nc(N)nc(CSc3nnnn3-c3ccccc3)n2)cc1
→ -5	6	8	99	2	1.1	-31	-7	-6	-8
CCC(C)[C@H](NC(=O)NCc1cccnc1)C(=O)OC (some centres not stated)
→ -2	-3	-13	100	2	-2.9	12	-1	4	0
CCOC(=O)C1(CCCc2ccccc2)CCN(C(=O)CCn2cnnn2)CC1
→ 1	-14	1	95	0	-2.3	10	-2	11	-10
CCC(=O)Nc1cccc(NC(=S)NC(=O)c2cc3ccccc3o2)c1
→ 9	-5	-48	86	-5	0.5	-3	1	-10	7
CCOC(=O)C1=C(COC(=O)CCOc2ccccc2C)NC(=O)NC1C (configuration not stated)
→ 6	3	-15	91	2	-0.3	-1	0	-3	2
Cc1ccc(NC(=O)CNC(=O)c2ccc3c(c2)OCO3)nc1
→ 3	2	-32	101	1	-3.4	-5	4	-2	5
Cc1ccc(C)c(NC(=O)CN(C)C(=O)c2ccc(-c3cccc(C(F)(F)F)c3)o2)c1
→ 6	-1	-4	97	-2	-1.4	0	7	-5	-7
COCCNC(=O)Cn1c(=O)oc2cc(S(=O)(=O)N3CC(C)CC(C)C3)ccc21 (configuration not stated)
→ -2	-3	-43	97	2	-1.3	2	10	3	16
O=C(CSc1n[nH]c(-c2cccs2)n1)N1CCOCC1
→ -8	-18	-18	103	2	1.1	3	-1	-4	-10
Cc1nn(C(C)C(=O)N2CCCCC2)c(=O)c2c1sc1ccccc12 (configuration not stated)
→ -5	2	-15	96	0	-3.7	6	2	2	1
CC(C)OC(=O)c1ccc(OC(=O)c2cccnc2)cc1
→ 5	-2	3	103	2	-1.2	2	1	7	2
COC(=O)/C=C1\SC(N2CCOCC2)=C(c2ccc(OC)cc2)C1=O
→ -10	4	-6	99	4	0.5	18	5	0	-11
CCC(=O)Nc1ccc(NC(=S)Nc2ccccc2)cc1
→ -7	-1	-4	97	-1	-1.5	6	-2	0	-6
Oc1ccc(/C=N/n2c(COc3ccccc3)n[nH]c2=S)c(O)c1
→ 5	-10	4	99	10	-1.8	4	-1	-3	-1
CCCCN(C(=O)CC1CCCC1)c1c(N)n(CCCC)c(=O)[nH]c1=O
→ -8	0	10	97	0	-4.2	7	3	-4	-2
FC(F)(F)c1cccc(NC(=S)Nc2cccc(Cl)c2)c1
→ -10	-8	-1	100	-1	1.4	-2	6	-35	4
O=C(Nc1ccc(C(=O)NCc2ccccc2)cc1)C1=CSCCO1
→ -1	6	-32	95	0	0.1	11	-2	-9	2
CN(C)c1ccc(S(=O)(=O)NCC(=O)NCC2CCCCC2)cc1[N+](=O)[O-]
→ 2	-11	24	101	-1	-0.2	11	-7	12	-5
COc1ccc(C(=O)NCC2CCCO2)cc1S(=O)(=O)N1CCCc2ccccc21 (configuration not stated)
→ 3	-1	-12	95	0	-3.6	5	-2	7	4
Cc1ccc(O)c(NS(=O)(=O)c2cccc3nsnc23)c1
→ 2	-5	-78	90	0	-2.0	4	6	-2	2
COc1cc(OC)c(OC)cc1/C=N/n1c(C)nnc1C
→ -4	-9	8	98	0	1.0	15	2	13	-2
COc1ccc(OC)c(S(=O)(=O)N2CCN3CCCC3C2)c1 (configuration not stated)
→ -1	4	1	101	1	0.4	8	-3	10	-3
Cc1ccccc1N1CCN(S(=O)(=O)c2cccs2)CC1
→ -5	-10	-3	90	-3	-1.8	3	7	-10	0
COCCCNC(=O)Cc1ccc(-n2c(C)nc3cccnc32)cc1
→ 0	4	3	98	0	1.9	12	-2	5	-11
CC(=O)Nc1nc2ccc(-c3nc4ccccc4o3)cc2s1
→ 4	-1	-60	86	-1	-1.0	6	1	1	1
Cc1cnc(NC(=O)CSc2nnc(-c3cccs3)n2C)s1
→ 2	1	2	92	3	-1.6	-1	-1	-2	4
Cc1ccc(S(=O)(=O)N(C)C)cc1NC(=O)CCCNC(=O)c1ccc(Cl)cc1
→ 0	-6	6	96	1	-1.2	14	-4	-1	-5
CCc1ccc(OCC(=O)OCC(=O)NCCNC(=O)COC(=O)COc2ccc(CC)cc2)cc1
→ 0	4	0	99	3	-2.6	3	-2	-2	-2
CN(C(=O)COC(=O)c1ccc(CN2CCCC2=O)cc1)c1ccccc1
→ 16	-1	-39	101	3	4.4	3	-7	3	-8
COc1ccc(/C(C)=N/NC(=O)CNC(=O)C2COc3ccccc3O2)c(OC)c1 (configuration not stated)
→ 8	-2	17	97	5	-1.0	13	4	-2	4
CCN(CCCNC(=O)C1CCC(=O)N1C(C)C)c1cccc(C)c1 (configuration not stated)
→ 7	5	-8	104	1	-2.5	3	-3	0	-3
Cc1cc(C)c(S(=O)(=O)Nc2ccc(O)cc2)c(C)c1
→ 3	-5	-1	95	-3	-0.8	4	1	-7	1
CC[C@H](C)[C@H](NS(=O)(=O)c1ccc(C)cc1)C(=O)N1CCC(C(=O)N[C@H](C(=O)O)C(C)C)CC1
→ 9	0	nt	94	2	1.8	-4	1	0	3
COc1ccc(CCN(C)C(=O)CSc2nnc(C3CC3)n2N)cc1OC
→ -11	-8	19	100	4	-0.5	2	1	5	-12
CC(NC(=O)C(NC(=O)C(Cc1c[nH]c2ccccc12)NC(=O)OC(C)(C)C)C(C)C)C(N)=O (configuration not stated)
→ -5	2	-25	100	2	-0.9	5	2	3	-10
COc1cc(CCCN2C(=S)NC[C@@H]2CC2CCCCC2)cc(OC)c1OC
→ 5	17	11	102	0	0.1	5	2	-2	-5
Cc1nnc(SCC(=O)NC(=O)Nc2ccc3c(c2)OCCO3)n1N
→ -3	2	-11	85	-5	-0.5	-2	1	-16	-6
Cc1ccc(/C(C#N)=C\c2ccc(N3CCOCC3)o2)cc1
→ 88*	42*	-20	133	?	4.2	20	4	-11	15
COc1ccc(COC(=O)c2c(C)nn(-c3ccccc3)c2Cl)cc1
→ -7	-1	-53	96	0	-2.8	1	-1	-5	4
COc1ccc(-c2cc(C#N)nc(Oc3ccc(Cl)cc3)n2)cc1
→ 2	-1	4	100	-2	11*	2	2	-8	-6
O=C(NC1CCCc2ccccc21)c1cc(S(=O)(=O)N2CCOCC2)ccc1F (configuration not stated)
→ -6	3	0	115	-2	0.2	-5	4	-6	-6
Cc1c(C(=O)NCc2ccc3c(c2)OCO3)oc2ccc(S(=O)(=O)N3CCC(C)CC3)cc12
→ 2	6	nt	94	-10	-1.8	10	-3	8	3
COc1ccc(-c2nc3c(C(=O)NCCN(C)C)cccc3c3ccccc23)cc1
→ -2	0	-25	98	37*	-0.9	-2	-7	-19	0
O=C(O)C1C2C=CC(C2)C1C(=O)NCCCN1CCCC1=O (configuration not stated)
→ 4	-5	5	99	0	-1.3	2	3	6	-5
CC(NC(=O)CSC1=NCCS1)c1ccccc1 (configuration not stated)
→ 6	-2	14	94	-2	-0.8	8	0	4	0
COc1ccc(NS(=O)(=O)c2cccc3ccccc23)cc1
→ 6	4	-17	96	4	-2.2	6	-1	-4	0
COc1ccc(C)cc1S(=O)(=O)N(C)CC(=O)NC1CCCC1
→ 3	0	11	100	2	-1.2	3	0	3	-3
COC(=O)[C@]12CCCCC=C1N(Cc1ccc(Cl)cc1Cl)C(=O)[C@H](CC(=O)NCC13CC4CC(CC(C4)C1)C3)C2
→ -5	8	9	101	nt	nt	nt	13	nt	nt
O=C(CC1NCCNC1=O)OCc1ccccc1 (configuration not stated)
→ -4	0	4	92	1	-2.0	19	4	2	0
COc1ccc(Cn2ccnc2SCC(=O)Nc2ccc(F)cc2F)cc1
→ -12	1	-4	96	1	0.6	-3	-1	-2	-2
O=C(Nc1ccc(Cl)cc1)c1csc([C@H]2C[C@H](O)[C@@H](CO)O2)n1
→ 3	0	-38	97	-2	-0.1	-3	5	-8	nt
COc1cccc(C(=O)NCc2ccc3c(c2)OCO3)c1
→ -9	5	-26	104	1	0.3	-5	7	2	5
COc1cccc(NC(=O)CSc2c3c(nc4ccccc24)CCCC3)c1
→ 34*	3	-21	97	12	-2.6	19	-6	-18	2
O=c1[nH]c2ccccc2c2nc(-c3cccc(S(=O)(=O)N4CCCC4)c3)nn12
→ 3	-1	7	92	-3	-1.6	-2	-3	8	16
COCCN(C(=O)c1ccc(COc2ccccc2)o1)c1c(N)n(CC(C)C)c(=O)[nH]c1=O
→ -4	-1	-8	107	3	-1.2	0	3	0	-28
